Bioassay records from PubChem.
SMN2 splice up = SMN2 splice variant enhancement; HEK293 SMN2-luciferase splicing reporter, luminescence, 30-36 h; Potency, µM (top dose mostly 46.1 µM), for the others: at the highest dose activity change, positive = activation, usual class: activators; actives 2.8% (n = 210,000); also: % of control where 0% means no effect; nearly all actives have a fitted effect of over 55% in size
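qHTS luciferase splicing reporter: luminescence rises when SMN2 exon 7 is included in transfected HEK293 cells. Compound exposure lasted 30-36 h at 37C, with 4.5 mM final sodium butyrate as control, followed by a ONE-Glo read.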
Epigenetic reg = epigenetic control regulation, reporter derepression. actives 0.2% (n = 280,000). murine LDR cells, GFP reporter derepression, 30 h. AID 1865. Potency, µM (series often up to 53.9 µM), without a hit: at the top dose GFP activation, most hits filed as activators; also: % of control where 0% means no effect; nearly all actives have a fitted effect of over 60% in size
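Derepression of a silenced CMV-GFP reporter in murine LDR cells is scored by enumerating GFP-positive cells with a laser-scanning microplate cytometer after 30 hours of treatment at 37 C.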
RECQ1 helicase = inhibitors of human RECQ1 DNA helicase. RECQ1 DNA unwinding, red fluorescence kinetic read. Potency, µM (highest dose often 57.3 µM), without a hit: at the highest dose activity, negative = inhibition, hits mostly inhibitors. actives 0.54% (n = 240,000). AID 2549;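 also: plate controls were vehicle for no effect and no enzyme for full effect; nearly all actives have a fitted effect of over 30% in size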
Target sequence (P46063 whole entry, looked up): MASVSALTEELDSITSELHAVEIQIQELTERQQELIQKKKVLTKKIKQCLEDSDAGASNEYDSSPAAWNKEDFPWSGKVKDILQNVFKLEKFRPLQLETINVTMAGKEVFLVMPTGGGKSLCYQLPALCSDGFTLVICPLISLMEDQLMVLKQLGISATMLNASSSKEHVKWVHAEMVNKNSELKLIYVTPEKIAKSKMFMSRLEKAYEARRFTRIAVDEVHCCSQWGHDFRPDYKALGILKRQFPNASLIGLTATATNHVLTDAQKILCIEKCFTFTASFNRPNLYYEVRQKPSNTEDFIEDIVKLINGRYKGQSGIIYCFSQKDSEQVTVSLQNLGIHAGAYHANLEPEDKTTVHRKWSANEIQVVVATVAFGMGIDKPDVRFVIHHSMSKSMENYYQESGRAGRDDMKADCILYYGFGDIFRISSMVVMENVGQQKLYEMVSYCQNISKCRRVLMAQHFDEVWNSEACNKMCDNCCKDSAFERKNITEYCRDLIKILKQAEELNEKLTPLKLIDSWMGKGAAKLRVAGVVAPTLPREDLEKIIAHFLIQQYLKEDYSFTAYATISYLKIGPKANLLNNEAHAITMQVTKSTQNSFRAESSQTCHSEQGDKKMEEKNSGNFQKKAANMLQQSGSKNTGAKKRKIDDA
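RECQ1T1 50 nM; forked duplex (20 bp + 30-nt ss tails) 200 nM, ATP 2 mM final; pH 8.0, 2 mM MgCl2, 2.5 ug/ml poly(dI-dC); 15 min compound preincubation; discontinuous kinetic read over 2 h at RT.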
NPSR antag = blocks cAMP signaling of the human neuropeptide S receptor; Q6W5P4; CHO-NPSR cells, cAMP TR-FRET, antagonist mode; Potency, µM (series often up to 38.3 µM), for the others: at the top dose activity change, negative = inhibition, hits mostly inhibitors; actives 1% (n = 220,000); AID 1461; also: % is scaled to controls: 0 for no effect and ±100 for the full control effect; nearly all actives have a fitted effect of over 50% in size; many of its hits are not listed in these tables
KinaseGlo FLuc = counter-screen: inhibitors of Kinase-Glo firefly luciferase; AID 1379; Potency, µM (doses to about 38.3 µM), without a hit: at the top dose activity change, negative = inhibition, hits mostly inhibitors; Q27757; Kinase-Glo luciferase, ATP luminescence, 8 min; actives 0.28% (n = 200,000); also: % is scaled to controls: 0 for no effect and ±100 for the full control effect; nearly all actives have a fitted effect of over 60% in size
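Compounds were added to a substrate mix at pH 7.2 (50 mM imidazole, 10 uM ATP, within the enzyme's linear range), followed by Kinase-Glo detection reagent; luminescence was measured after 8 minutes at ambient temperature.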
IMPase Li cell = IMPase inhibition in cells with lithium potentiation; CHO-M1 cells, IP1 TR-FRET (IP-One), carbachol + lithium; actives 0.35% (n = 210,000); Potency, µM (top dose mostly 59.4 µM), for inactives: top-dose activity, negative = IMPase inhibition, actives largely listed as inhibitors;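 also: IP1 builds up when IMPase is blocked and the TR-FRET signal falls; plate controls were basal vehicle for no effect and high inhibitor control for full effect; nearly all actives have a fitted effect of over 50% in size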
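Test compounds were applied to CHO-M1 cells previously cultured for 16–30 h at 2000 per well. A small lithium amount accompanied them; after 30 min at 37C, IP1 was quantified by TR-FRET.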
GoLoco inh red = blocks human Gai1 binding to RGS12 GoLoco peptide, red readout; Potency, µM (top dose mostly 61.6 µM), for the others: at the highest dose activity, negative = inhibition, hits mostly inhibitors; Gai1:RGS12 GoLoco peptide FP, rhodamine, 10 min; actives 0.44% (n = 230,000); active = well fitted inhibition curve with a large enough effect, not every such curve was filed as active; inactive = no such curve, though single readings can be large or run the other way; also: % is scaled to controls: 0 for no effect and ±100 for the full control effect; nearly all actives have a fitted effect of over 30% in size; many of its hits are not listed in these tables
JMJD2E inh = inhibitors of human JMJD2E histone demethylase. Potency, µM (top dose mostly 57.1 µM), inactives show at the top dose activity change, negative = inhibition, usual class: inhibitors. actives 1.6% (n = 230,000). JMJD2E catalytic domain, FDH-coupled NADH fluorescence (FDH is formaldehyde dehydrogenase). AID 2147. B2RXH2; active = well fitted inhibition curve with a large enough effect, not every such curve was filed as active; inconclusive = small, poorly fitted or top-dose-only effect, or another doubt; inactive = no such curve, though single readings can be large or run the other way;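 also: 0% = wells with enzyme and -100% = buffer wells without enzyme; nearly all actives have a fitted effect of over 50% in size; many of its hits are not listed in these tables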
Target sequence (B2RXH2 1-337 limits assumed): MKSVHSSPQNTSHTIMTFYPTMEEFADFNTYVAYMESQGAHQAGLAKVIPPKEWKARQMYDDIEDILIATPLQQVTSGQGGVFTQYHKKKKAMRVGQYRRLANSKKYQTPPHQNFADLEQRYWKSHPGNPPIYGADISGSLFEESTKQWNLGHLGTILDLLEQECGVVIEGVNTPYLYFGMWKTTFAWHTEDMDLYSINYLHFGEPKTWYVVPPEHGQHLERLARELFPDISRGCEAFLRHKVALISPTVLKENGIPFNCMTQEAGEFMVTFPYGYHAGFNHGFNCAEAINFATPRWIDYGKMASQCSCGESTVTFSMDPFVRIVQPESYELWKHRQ
* hit, by the source's call; i = inactive; u = inconclusive; x = no result given; [ ] = dose if it differs, or a comment. Unless noted, calls follow the shape of the dose curve; as a rule, active = well fitted curve in the direction sought with a large enough effect; inconclusive = small, poorly fitted or top-dose-only effect, or another doubt; inactive = no such curve, though single readings can be large; an effect the other way counts as inactive or inconclusive. Potency is read from the fitted curve at half-maximal effect.

SMILES	SMN2 splice up	Epigenetic reg	RECQ1 helicase	NPSR antag	KinaseGlo FLuc	IMPase Li cell	GoLoco inh red	JMJD2E inh
CCn1c2ccccc2c2cc(NC(=O)c3cccc([N+](=O)[O-])c3)ccc21	0%	0.0%	-5%	-6%[46.1 µM]	-1%	0%[38.3 µM]	-1%	-3%
COc1ccc2nc(NC(=O)CCN3C(=S)NC(C)(C)CC3C)sc2c1 (stereo unspecified)	u	-1.1%	-4%	3%	9%	u	6%	1%
CCC(=O)Nc1nc(-c2ccc3c(c2)CC(C)N3S(C)(=O)=O)cs1 (stereo unspecified)	-15%	-1.4%	-9%	-6%	-2%	6%	13%	1%
CC(=O)N1C2(C=CC1(C)C(=O)NCc1ccc(C)o1)CCCCC2 (stereo unspecified)	-2%	0.0%	-7%	x	-4%	2%	25%	-11%
c1cc(CNc2ccc(N3CCOCC3)cc2)ccn1	-21%	-0.2%	-15%	-22%[46.1 µM]	15%	12%[38.3 µM]	-3%	u
Cc1cc(C)c(C#N)c(N)n1	x	1.3%	-2%	33%	x	-4%	-3%	u
Cc1ccccc1OCc1nnc(SCC(=O)Nc2ccc3c(c2)oc2ccccc23)n1C	u	0.8%	-2%	u	1%	10%[38.3 µM]	8%	u
CCOC(=O)C1=C(C)NC(=O)NC1c1ccc(-c2ccc(Cl)cc2)o1 (stereo unspecified)	-18%	-3.1%	i	-27%	7%	12%	30%	-11%
CCOC(=O)c1sc(NC(=O)Nc2ccccc2)cc1C	3.2µM*	1.1%	6%	-25%	-6%	13%	8%	-5%
CCOC(=O)C1=NOC(COc2ccccc2C=O)C1 (stereo unspecified)	6%	1.2%	-14%	3%	1%	3%	4%	-17%
Cc1cccc(-n2c(=O)c3c(C)c(C)sc3n(CC(N)=O)c2=O)c1	-16%	-2.6%	-16%	8%	1%	-10%	-3%	-2%
CCCN(CCC)c1ccc(/C=C/c2ccc3cc(OCC)ccc3n2)cc1	x	8.0%	-5%	u	x	x	121%[activator]	u
Cc1ccc(C)c2c(N)c3c(nc12)CCCCC3 (tested in a mixture with another compound)	-4%	-2.4%	16%	24%	-1%	10%	8%	-3%
Cc1sc(N/N=C/c2ccco2)nc1-c1ccccc1	-30%[inhibitor]	1.3%	-40%	12%	-1%	12%	4%	1%
COc1ccc(CNC(=O)C(=O)NC2CC(C)(C)NC(C)(C)C2)cc1	17%	0.0%	i	18%	0%	-6%	11%	14%
COc1cc(/C=C(\NC(=O)c2ccccc2)C(=O)Nc2cccc(O)c2)c([N+](=O)[O-])cc1OC	15%	1.7%	-12%	u	-2%	2%[38.3 µM]	-2%	0%
Cc1nc(SCC(=O)NCc2ccco2)c2c3c(sc2n1)CCCC3	-19%	4.0%	2%	-23%[46.1 µM]	-2%	u	7%	1%
O=c1nc(-c2ccccc2)cc(-c2ccccc2)[nH]1	-13%	0.3%	i	-13%[46.1 µM]	3%	-9%[38.3 µM]	4%	u
CCOc1cc(C(=O)NC(C)C2CCCO2)cc(OCC)c1OCC (stereo unspecified)	4%	0.2%	7%	-7%	-1%	5%	12%	-2%
CC(C)[C@@H](CC(=O)N[C@@H]1CCNC[C@H]1C(=O)N[C@H](CC(=O)N[C@@H](CCC(=O)O)CC(=O)O)Cc1ccccc1)NC(=O)C[C@H](Cc1c[nH]c2ccccc12)NC(=O)[C@@H]1CNCC[C@H]1N	7%	-1.1%	1%	x	-3%	13%	3%	3%
Cc1nn(-c2ccccc2)c(Cl)c1C(=O)OC(C)C(=O)Nc1ccc2c(c1)OCO2 (stereo unspecified)	-2%	-0.9%	-5%	-24%[46.1 µM]	-4%	-6%[38.3 µM]	0%	-2%
CC(OC(=O)c1ccc(S(=O)(=O)NCc2ccco2)cc1)C(=O)Nc1ncc(Cl)cc1Cl (stereo unspecified)	-7%	-0.9%	2%	7%	-1%	4%	11%	u
Cc1nn(Cc2ccc(C(=O)n3cccn3)o2)c(C)c1Br	-1%	0.0%	3%	-8%[46.1 µM]	0%	10%	-6%	4%
N#CCSc1nc2ccccc2c(=O)n1CCCC(=O)NCC1CCCO1 (stereo unspecified)	13%	-9.0%	1%	4%	3%	9%	4%	-4%
CCOC(=O)Cn1nnnc1CN(Cc1cccs1)Cc1cc2cc(C)cc(C)c2[nH]c1=O	1%	-9.3%	-4%	u	-5%	3%[38.3 µM]	16%	u

A second format for 4 compounds above.
CCCN(CCC)c1ccc(/C=C/c2ccc3cc(OCC)ccc3n2)cc1
  SMN2 splice up: x | Epigenetic reg: 8.0% | RECQ1 helicase: -5% | NPSR antag: u | KinaseGlo FLuc: x | IMPase Li cell: x | GoLoco inh red: 121%[activator] | JMJD2E inh: u
Cc1ccc(C)c2c(N)c3c(nc12)CCCCC3 (tested in a mixture with another compound)
  SMN2 splice up: -4% | Epigenetic reg: -2.4% | RECQ1 helicase: 16% | NPSR antag: 24% | KinaseGlo FLuc: -1% | IMPase Li cell: 10% | GoLoco inh red: 8% | JMJD2E inh: -3%
Cc1sc(N/N=C/c2ccco2)nc1-c1ccccc1
  SMN2 splice up: -30%[inhibitor] | Epigenetic reg: 1.3% | RECQ1 helicase: -40% | NPSR antag: 12% | KinaseGlo FLuc: -1% | IMPase Li cell: 12% | GoLoco inh red: 4% | JMJD2E inh: 1%
COc1ccc(CNC(=O)C(=O)NC2CC(C)(C)NC(C)(C)C2)cc1
  SMN2 splice up: 17% | Epigenetic reg: 0.0% | RECQ1 helicase: i | NPSR antag: 18% | KinaseGlo FLuc: 0% | IMPase Li cell: -6% | GoLoco inh red: 11% | JMJD2E inh: 14%

4 entries out of the list, arranged by heavy-atom count, low to high.
SMILES	SMN2 splice up	Epigenetic reg	RECQ1 helicase	NPSR antag	KinaseGlo FLuc	IMPase Li cell	GoLoco inh red	JMJD2E inh
Cc1cccc(-n2c(=O)c3c(C)c(C)sc3n(CC(N)=O)c2=O)c1	-16%	-2.6%	-16%	8%	1%	-10%	-3%	-2%
COc1ccc(CNC(=O)C(=O)NC2CC(C)(C)NC(C)(C)C2)cc1	17%	0.0%	i	18%	0%	-6%	11%	14%
COc1ccc2nc(NC(=O)CCN3C(=S)NC(C)(C)CC3C)sc2c1 (stereo unspecified)	u	-1.1%	-4%	3%	9%	u	6%	1%
Cc1ccccc1OCc1nnc(SCC(=O)Nc2ccc3c(c2)oc2ccccc23)n1C	u	0.8%	-2%	u	1%	10%[38.3 µM]	8%	u

Next results
SMILES	SMN2 splice up	Epigenetic reg	RECQ1 helicase	NPSR antag	KinaseGlo FLuc	IMPase Li cell	GoLoco inh red	JMJD2E inh
O=C(Nc1nnc(-c2cccnc2)o1)c1cccc([N+](=O)[O-])c1	-72%[inhibitor]	2.9%	i	-3%	-1%	4%	2%	u
CC(C)=C(NC(=O)c1ccccc1)C(N)=O	x	-1.1%	2%	10%	x	x	4%	-1%
O=c1cc(O)sc2ccccc12	-12%	0.8%	-3%	-2%[46.1 µM]	2%	-9%	11%	3%
CC1=C(C#N)C(c2ccc(O)cc2)C(C#N)=C(C)N1	x	-0.4%	-7%	2%[7.67 µM]	x	x	5%	-14%
CCOC(=O)CC1=NN(c2ccccc2)C(=O)C1	5%	7.8%	i	10%	1%	-2%	18%	8%
CCC(=O)c1c(OCc2ccccc2)ccc2c(C)cc(=O)oc12	x	-1.3%	-2%	-26%	x	0%	3%	u
Cc1ccc(CCN2CC(C(=O)NC3CCCC3)CC2=O)cc1 (stereo unspecified)	-3%	-1.2%	i	2%[46.1 µM]	-2%	-8%[38.3 µM]	-9%	3%
Cc1cc(C)n(Cc2ccc(C(=O)Nc3ccc(Br)cc3C)o2)n1	-7%	2.4%	-4%	-6%	2%	9%	5%	0%
CC(C)N(c1ccccc1)c1ccc(NC(=O)COC(=O)CCN2C(=O)c3cccc([N+](=O)[O-])c3C2=O)cc1	-4%	0.0%	-1%	9%	-1%	3%	-8%	12%
O=[N+]([O-])c1cc(C(F)(F)F)cc([N+](=O)[O-])c1NCCNC(=S)Nc1cccc(F)c1	x	-0.7%	-17%	u	x	x	-4%	-6%
CC(C)CCCC(C)C1CCC2C3CC=C4CC(=O)CC[C@@]4(C)C3CC[C@@]12C (stereo partly specified)	2%	-0.1%	-9%	x	0%	2%	11%	-12%
CC(CCc1ccco1)NC(=O)Cn1nc(Cc2ccncc2)c2ccccc2c1=O (stereo unspecified)	-3%	-0.7%	-7%	-14%[46.1 µM]	-2%	2%[38.3 µM]	-11%	1%
CC(C)(C)NC(=O)NC(=O)COC(=O)c1ccc2c(c1)S(=O)(=O)N=C1CCCCCN12	11%	-1.1%	-1%	8%	2%	-1%	5%	0%
c1coc(CNc2ncnc3sc4c(c23)CCCCC4)c1	2%	-1.9%	-6%	-12%[46.1 µM]	1%	5%[38.3 µM]	8%	-13%
COc1ccc(NC(=O)CSc2nc(C)cs2)cc1	9%	5.6%	-6%	4%	-3%	2%	1%	-6%
Cc1ccc(CCNc2ccccc2)c[n+]1[O-]	-20%	-2.5%	-10%	2%[46.1 µM]	-3%	-1%[38.3 µM]	-6%	-23%
Cc1nc2cc(O)ccc2n1C	-8%	1.0%	-4%	-5%[46.1 µM]	0%	7%[38.3 µM]	3%	3%
CC1(C)CC(=O)C2=C(C1)OC(N)=C([N+](=O)[O-])C2c1cccs1 (stereo unspecified)	2%	-0.9%	-7%	2%	9%	-4%	4%	-1%
COc1ccc(-c2c3c(=O)n(C)c(=O)n(C)c3cn2N2CCOCC2)cc1	-13%	-4.5%	-1%	-14%[46.1 µM]	3%	-1%	2%	u

Record cards (already shown):
CC1=C(C#N)C(c2ccc(O)cc2)C(C#N)=C(C)N1 as listed: SMN2 splice up = x; Epigenetic reg = -0.4%; RECQ1 helicase = -7%; NPSR antag = 2%[7.67 µM]; KinaseGlo FLuc = x; IMPase Li cell = x; GoLoco inh red = 5%; JMJD2E inh = -14%
Cc1nc2cc(O)ccc2n1C as listed: SMN2 splice up = -8%; Epigenetic reg = 1.0%; RECQ1 helicase = -4%; NPSR antag = -5%[46.1 µM]; KinaseGlo FLuc = 0%; IMPase Li cell = 7%[38.3 µM]; GoLoco inh red = 3%; JMJD2E inh = 3%

An excerpt; rates above refer to the full screens.
